# SENP8 block = SENP8 protease inhibitors, primary screen, biochemical, luminescence | purified SENP8, Z-RLRGG-aminoluciferin cleavage | inhibition, % at 10 µM | actives 1.2% (n = 330,000) | AID 2540, 2010
# Target sequence (Q96LD8 whole entry, looked up): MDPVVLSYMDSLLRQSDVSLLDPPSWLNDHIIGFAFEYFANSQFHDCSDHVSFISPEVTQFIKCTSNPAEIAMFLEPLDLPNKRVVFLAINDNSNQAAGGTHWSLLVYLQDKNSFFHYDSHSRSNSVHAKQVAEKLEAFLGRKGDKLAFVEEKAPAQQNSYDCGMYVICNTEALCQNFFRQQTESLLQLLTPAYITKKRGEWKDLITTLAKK
# HKDC1 inh = HKDC1 hexokinase inhibitors, primary screen, biochemical, fluorescence, uHTS; AID 493160, 2011; recombinant HKDC1, G6PDH/diaphorase resazurin coupled fluorescence; inhibition, % at 20 µM; actives 0.16% (n = 340,000); Q2TB90;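 active = inhibition above about 35% when tested at 20 µM, limit read from the data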;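 also: plate controls were DMSO wells with enzyme for no effect and DMSO wells lacking enzyme for full effect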
#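 Incubation: 90 min at room temperature in dark / Material: recombinant HKDC1 (HK5) hexokinase enzyme, produced in-house / Quantity: enzyme 5 µg/mL final / Compound: one dose of 20 µM, 1% DMSO / Reagent: glucose and ATP substrates / Buffer or medium: Tris pH 8.0 buffer with MgCl2, Tween-20, BSA, BME / Technique: resorufin fluorescence at 613 nm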
# Gli-Sufu antag = Gli-Sufu pathway antagonists, primary screen, luciferase luminescence, Sufu-KO-LIGHT cells, uHTS; Sufu-KO-LIGHT fibroblasts, Gli luciferase reporter luminescence; actives 0.74% (n = 340,000); inhibition, % at 5 µM;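 active = inhibition above about 55%, limit read from the data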;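 also: 0% = DMSO-treated cells and 100% = wells with medium but no cells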
# Jurkat NFkB inh = inhibitors of induced NF-kB luciferase reporter, primary screen, TCR NF-kB activation inhibitor project, cell-based, luminescence, uHTS | Jurkat, PMA/ionomycin-induced NF-kB luciferase reporter | inhibition, % at 4 µM | actives 0.53% (n = 330,000) | AID 435003, 2010
# SENP7 block = SENP7 protease inhibitors, primary screen, biochemical, luminescence, uHTS. actives 1.5% (n = 330,000). recombinant SENP7, Z-RLRGG-aminoluciferin luminescence, 40 min. Sentrin-specific protease 7 (Homo sapiens), Q9BQF6. inhibition, % at 5 µM;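 active = inhibition above about 50% at the single test dose, limit read from the data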;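 also: plate controls were DMSO with enzyme for no effect and no enzyme buffer wells for full effect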
# Target sequence (Q9BQF6 706-1050 limits assumed): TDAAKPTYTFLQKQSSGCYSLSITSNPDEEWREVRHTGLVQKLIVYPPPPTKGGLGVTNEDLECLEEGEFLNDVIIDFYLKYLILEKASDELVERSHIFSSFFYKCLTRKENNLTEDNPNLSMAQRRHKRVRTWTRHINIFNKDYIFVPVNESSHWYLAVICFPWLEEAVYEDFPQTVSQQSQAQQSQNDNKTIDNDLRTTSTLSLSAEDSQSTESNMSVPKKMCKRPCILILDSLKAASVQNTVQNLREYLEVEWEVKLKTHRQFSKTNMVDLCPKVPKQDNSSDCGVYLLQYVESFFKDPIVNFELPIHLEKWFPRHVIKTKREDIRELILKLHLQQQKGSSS
# Apaf1 inhib = inhibitors of human Apaf-1 apoptosome, primary screen, biochemical, DEVD-Rh110 fluorescence, uHTS. Apoptotic protease-activating factor 1 (Homo sapiens), O14727. reconstituted apoptosome caspase-3 activity. inhibition, % at 20 µM. actives 0.71% (n = 330,000); active = inhibition of at least 40% at 20 µM;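 also: plate controls were DMSO wells for no effect and DEVD-CHO caspase inhibitor wells for full effect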
#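 System – cell-free apoptosome with Apaf-1, procaspase-3 and caspase-9 · Buffer or medium – pH 7.5 Hepes buffer with CHAPS, BSA, DTT · Also added – cytochrome c with DEVD-Rh110 · Times – 30 min compound preincubation, 50 min activation, room temperature · Technique – Rh110 fluorescence intensity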
# UBC13 inh = UBC13 polyubiquitin chain formation inhibitors, primary screen, biochemical, TR-FRET, uHTS; actives 0.47% (n = 330,000); inhibition, % at 20 µM; in the data active = inhibition above about 45%, passing the limit was not always enough; inconclusive = no clear call, values can overlap the other calls
# Target sequence (P61088 whole entry, looked up): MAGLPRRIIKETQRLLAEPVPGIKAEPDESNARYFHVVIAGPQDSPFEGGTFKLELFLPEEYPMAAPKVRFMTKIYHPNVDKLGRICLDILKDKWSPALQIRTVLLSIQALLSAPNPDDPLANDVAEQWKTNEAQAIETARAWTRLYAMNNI
# 697 NFkB inh = inhibitors of PMA/ionomycin-induced NF-kB reporter, 697 cells, primary screen, B-cell NF-kB inhibitor project, cell-based, luminescence, uHTS | 697 B-cell NF-kB luciferase reporter, 16 h | inhibition, % at 4 µM | AID 435022, 2010 | actives 0.33% (n = 330,000); in the data active = inhibition above about 35%
# An asterisk follows results filed as active; u = inconclusive; x = no result given. Rule as the data show it, unless noted: active = inhibition above about 50%; inactive = the rest.
SMILES,SENP8 block,HKDC1 inh,Gli-Sufu antag,Jurkat NFkB inh,SENP7 block,Apaf1 inhib,UBC13 inh,697 NFkB inh
CCCc1cc(C(=O)N2CCCC(CO)(CCCc3ccccc3)C2)n(C)n1 (configuration not stated),-13,-4,9,-4,15,20,4,1
Cc1cccc(NC(=O)CCN2CC(C)OC(C)C2)c1 (configuration not stated),0,-14,0,-2,-8,-12,8,2
COC(=O)c1cccc(OCC(O)Cn2ccnc2)c1 (configuration not stated),-1,-4,0,-16,5,-9,1,0
CC(C)(C)NC(=O)C(c1ccccc1)N(C(=O)CNC(=O)c1cccs1)c1cccnc1 (configuration not stated),-3,-1,-5,11,1,1,8,-1
COc1ccc(NS(=O)(=O)c2cc3c(cc2C)N(C)CCO3)cc1,-2,-4,10,6,0,4,2,9
O=C(/C=C/c1ccccc1Cl)Nc1ccc(-c2nnc3n2CCCCC3)cc1,4,-5,5,18,-2,8,20,17
CC(=O)c1ccc(OCCCC(=O)NCCc2ccccc2)cc1,0,-5,-5,5,11,7,4,-9
CC(=O)c1c(C)[nH]c(=S)c(C#N)c1-c1ccc(F)cc1,-1,-4,5,23,-2,1,u,2
COc1ccccc1NC(=O)CN1CCN(C(=O)C2CCCO2)CC1 (configuration not stated),-13,-2,-7,-3,-10,4,0,-8
Cc1cc(C)nc(NC(=NCCc2c[nH]c3ccccc23)NC(=O)Nc2ccc(Cl)cc2)n1,-7,-2,31,-6,-1,2,-7,15
CCCSc1nc(C)c(CC(=O)OCC)c(=O)[nH]1,0,-3,-3,8,-1,-6,6,6
Cc1ccc(CNc2cc(-c3nn4c(C)nnc4s3)ccc2C)s1,-9,-4,16,18,0,12,10,-17
Cc1ccc(C)c(NC(=S)NNC(=O)c2csc3c2CCC(C)C3)c1 (configuration not stated),0,-28,-14,-5,4,8,-32,1
Cc1ccc(-n2c(C)c(C)c3c(NCCO)ncnc32)cc1,-2,2,-50,-36,0,-1,5,-66
O=C(COc1cc(Cl)c(Cl)cc1Cl)Nc1ccc([N+](=O)[O-])cc1Cl,5,-3,-1,-1,-1,2,-6,-1
CCCCOc1ccccc1C(=O)NNC(=S)NC(=O)c1ccccc1[N+](=O)[O-],-5,-12,1,13,-1,4,-21,7
CCOc1ccccc1NC(=O)C(OC(=O)C1CC1)c1ccccc1 (configuration not stated),-6,-4,-2,1,-8,13,12,-2
CC(OC(=O)CNC(=O)c1ccc(Br)cc1)C(=O)NC1CCCCC1C (configuration not stated),-12,4,-6,1,-9,7,-5,9
COC(=O)c1cc2occc2n1CC(=O)Nc1ccc(OC)c(OC)c1,5,-9,-1,-6,5,-5,3,-21
CCC(=O)Nc1ccc(C(=O)n2nc(C)cc2C)cc1,-3,-4,-3,-6,-6,-7,-5,-15
COc1ccccc1OCCNC(=O)Cc1ccc(S(=O)(=O)N2CCOCC2)s1,0,1,0,-11,2,3,-6,-9
O=C(CNC(=O)c1cccs1)OCC(=O)c1ccc(Cl)cc1,-4,-10,1,-4,-2,0,-33,-7
CC(=O)Nc1cc2nn(-c3ccccc3)nc2cc1Cl,30,0,-89,-189,76*,4,-4,-349
CCn1c(O)c(C=NC2CCCC(C)C2C)sc1=S (configuration not stated),-5,0,-35,-67,-16,14,-10,-98
COc1ccc2[nH]c3c(c2c1)CCn1c-3nc2ccccc2c1=O,-8,-7,-113,-181,80*,-5,-6,-488
CCCc1ccc(C(=O)/C=C/N(C)C)cc1,14,-3,-63,-65,16,2,-28,-42
CC(C)N(CCCNC(=O)c1ccc(N2CCCC2=O)cc1)Cc1ccccc1,0,-6,11,-8,13,-3,0,12
Cc1[nH]n(-c2ccc([N+](=O)[O-])cc2)c(=O)c1C=NCCN1CCN(C(=O)c2ccccc2F)CC1,65*,-4,6,3,82*,2,0,25
COc1ccc(C2Nc3ccccc3C(=O)N2NS(=O)(=O)c2ccccc2)cc1 (configuration not stated),-8,-5,0,-13,3,5,10,-6
O=C(O)CC/C(=C\c1ccccc1[N+](=O)[O-])c1nc2ccccc2s1,8,-4,4,-6,14,-4,-12,5
Cc1cccc(NC(=O)CC2SC(=NC3CCCCC3)NC2=O)c1 (configuration not stated),3,-3,-7,1,-3,0,8,5
Cc1c(C)n2c(SCC(=O)N3CC(C)OC(C)C3)nnc2[nH]c1=O (configuration not stated),3,8,3,22,6,-2,2,4
Cc1ccc(CNC(=O)/C(C#N)=C/c2ccc(C)s2)cc1,4,-5,-10,-4,-5,2,0,11
Cc1ccc(C(=O)Nc2sc3c(c2C(=O)NCc2ccco2)CCCC3)cc1,-4,-4,-10,-80,-8,35,14,-108
COC(=O)CSc1nc(C)cc(Oc2ccccc2)n1,-10,-5,1,7,0,5,9,7
Cc1nn(-c2ccccc2)c(C)c1-c1ccccc1O,-4,-5,-8,22,-9,-4,6,-19
CS(=O)(=O)N(Cc1ccc(Cl)cc1)c1ccc(C(=O)NCCC2=CCCCC2)cc1,1,-9,5,0,2,9,2,-9
Cc1ccc(-c2nn(-c3ccccc3)cc2CN(Cc2ccccc2)C(=O)c2ccco2)o1,1,5,13,-6,7,30,-1,21
Nc1ccc(C2CCCc3nonc32)c2nonc12 (configuration not stated),2,-1,-1,19,10,14,-2,-24
CCOC(=O)C1CCN(C(=O)C(C)c2ccc([N+](=O)[O-])cc2)CC1 (configuration not stated),-15,-2,-6,-10,-2,-1,-13,-35

# Structures from the list above containing two or more sulfur atoms (4):
SMILES,SENP8 block,HKDC1 inh,Gli-Sufu antag,Jurkat NFkB inh,SENP7 block,Apaf1 inhib,UBC13 inh,697 NFkB inh
Cc1ccc(CNc2cc(-c3nn4c(C)nnc4s3)ccc2C)s1,-9,-4,16,18,0,12,10,-17
Cc1ccc(C)c(NC(=S)NNC(=O)c2csc3c2CCC(C)C3)c1 (configuration not stated),0,-28,-14,-5,4,8,-32,1
COc1ccccc1OCCNC(=O)Cc1ccc(S(=O)(=O)N2CCOCC2)s1,0,1,0,-11,2,3,-6,-9
CCn1c(O)c(C=NC2CCCC(C)C2C)sc1=S (configuration not stated),-5,0,-35,-67,-16,14,-10,-98

# Following part
SMILES,SENP8 block,HKDC1 inh,Gli-Sufu antag,Jurkat NFkB inh,SENP7 block,Apaf1 inhib,UBC13 inh,697 NFkB inh
CC(C)Oc1ccc(C2CC(=O)N(c3ccccc3)C2=O)cc1 (configuration not stated),-7,-3,-1,-7,10,6,-2,3
N#Cc1c(SCC(=O)Nc2nncs2)sc2c(O)cc(=O)[nH]c12,1,8,3,-3,0,3,0,4
COc1ccc(CN(N=O)C2CC(=O)N(c3ccc(OC)cc3)C2=O)cc1 (configuration not stated),0,-4,-1,3,-4,-20,-1,4
CCCNC(=O)c1ccc(N2CCC3(CC2)CC(c2cccc(Br)c2)=NO3)c(NC(=O)c2cccc(C)c2)c1,6,-3,-5,5,-3,12,-19,27
CCCC(C)NC(=O)COC(=O)c1ccccc1SCC(=O)NC(C)CCC (configuration not stated),8,1,11,-4,6,6,5,11
Cc1cc(NC(=O)/C=C/c2ccccc2)no1,-19,3,-80,-77,-7,1,3,-60
Cc1cc(C(F)(F)F)nc(SCc2ccc(C(=O)O)o2)n1,1,-4,11,-1,-6,17,-5,-20
CC(C)(C)c1nc2ccccc2[nH]1,-2,-3,1,4,-1,-8,2,6
CSc1nsc(SCC(=O)Nc2ccc3c(c2)OCCO3)n1,-2,6,-23,-126,1,-1,12,-66
COC(=O)c1ccccc1-c1ccc(/C=N/Nc2nc(N3CCCC3)nc(N3CCCC3)n2)o1,-12,1,9,1,0,15,-4,-39
CCC(C(=O)NC(C)(C)C)N(Cc1ccco1)C(=O)CNS(=O)(=O)c1ccc(OC)cc1 (configuration not stated),5,-6,22,7,3,6,2,11
Cc1ccc(/C=N/NC(=O)c2ccc(N(C)S(=O)(=O)c3ccccc3)cc2)cc1,-9,-3,-27,-14,-8,21,0,-10
COc1ccc(N2CCN(CC(=O)Nc3ccc(SC(F)F)cc3)CC2)cc1,-3,0,33,-3,-1,-4,-3,11
Cc1nnc(SCc2nnc(-c3ccccc3)o2)n(N)c1=O,7,-1,1,-5,5,-7,2,5
Cc1ccc(-n2c(C)nn(-c3ncc(C(F)(F)F)cc3Cl)c2=O)cc1,1,-1,x,1,13,9,-6,-2
COc1cc(S(=O)(=O)N2CCCCC2)ccc1NC(=O)c1ccccc1Cl,-3,-3,-9,6,7,-17,-4,10
CC(C)OC(=O)c1nn2c(C(F)(F)F)cc(-c3ccc(Br)o3)nc2c1Br,-4,-8,22,-1,3,1,30,6
COC(=O)C1=C(C)N(c2ccc(Cl)cc2)/C(=C/c2cccs2)C1=O,-4,5,4,-13,6,-5,-3,10
CCOC(=O)c1c(C)[nH]c(C(=O)OCC(=O)c2ccccc2)c1C,42,-2,-132,-193,39,14,10,-220
O=C(O)CC1(CC(=O)Nc2ccc(F)cc2F)CCCCC1,-3,-6,2,12,-3,-18,6,5
CC(C)(C)NC(=S)NC(C)(C)C,6,-3,-3,-8,6,8,1,0
C#CC[N+]1(CC#Cc2ccccc2)CCOCC1,6,-3,4,-10,-1,-4,3,-2
CCNc1nc(NCC)n2c(SCC(=O)Nc3cccc(F)c3)nnc2n1,-14,-4,-5,11,3,-1,-3,9
Cc1ccsc1/C=N/NC(=O)c1ccc2c(c1)OCCO2,65*,-3,-76,-59,83*,2,-8,-77
O=C(Cn1cncn1)c1ccc(Cl)cc1,2,-3,x,-2,7,2,0,5
O=C(O)CSc1cc(C(F)(F)F)nc(-c2ccccn2)n1,-2,3,0,5,2,0,9,20
CC1CC(C)CN(C(=O)COC(=O)CNC(=O)C23CC4CC(CC(C4)C2)C3)C1 (configuration not stated),-8,0,-21,13,0,4,6,10
O=C(C1CCCN(Cc2ccc(F)cc2)C1)N1CCCCC1 (configuration not stated),-2,0,6,-13,-2,1,4,10
COc1ccc(N2Cc3ccccc3C2=NC(=O)c2ccc(C)cc2)cc1OC,-6,6,-18,-8,-4,8,-19,-10
Cc1ccc(C)c(NS(=O)(=O)c2cc(C(=O)NCc3ccccn3)ccc2Cl)c1,-9,-5,6,5,-5,3,6,3
CCN(CC(=O)Nc1c(F)cccc1F)C(=O)c1ccc2c(c1)OCCO2,-17,-5,2,-11,-6,6,-1,-6
CCN(CC)S(=O)(=O)c1cc(Br)c(C)cc1OC,0,-1,-7,7,-15,16,0,-2
O=C(Cn1nc(-c2ccccc2)oc1=O)OCC(=O)c1ccc(F)c(F)c1,-13,-6,4,3,-5,1,-3,17
C/C(Cc1ccccc1)=N\NC(=O)CCCCCC(=O)N/N=C(\C)Cc1ccccc1,-8,7,-1,-9,1,6,-2,15

# A second format for four compounds above.
# Values run as follows: SENP8 block	HKDC1 inh	Gli-Sufu antag	Jurkat NFkB inh	SENP7 block	Apaf1 inhib	UBC13 inh	697 NFkB inh
- O=C(C1CCCN(Cc2ccc(F)cc2)C1)N1CCCCC1 (configuration not stated)
→ -2	0	6	-13	-2	1	4	10
- COc1ccc(N2Cc3ccccc3C2=NC(=O)c2ccc(C)cc2)cc1OC
→ -6	6	-18	-8	-4	8	-19	-10
- Cc1ccc(C)c(NS(=O)(=O)c2cc(C(=O)NCc3ccccn3)ccc2Cl)c1
→ -9	-5	6	5	-5	3	6	3
- CCN(CC(=O)Nc1c(F)cccc1F)C(=O)c1ccc2c(c1)OCCO2
→ -17	-5	2	-11	-6	6	-1	-6
